Source: PubChem
CYP2C9 act: activators of human CYP2C9; P11712; recombinant CYP2C9, luciferin-H conversion, luminescence; active compounds read high; factor 1 = untreated enzyme, 0 = blocked; activation factor at 5 µM; 96,000 tested, 1.4% active;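 active means activation factor of 2 or more for CYP2C9 at a 5 µM dose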;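 further: 0 = sulfaphenazole-blocked wells and 1 = vehicle-only wells; values of inactives mirror those of a sister screen read the other way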
CYP2C9 inh: inhibitors of human CYP2C9. inhibition, % at 5 µM. P11712. CYP2C9 Supersomes, luciferin-H conversion, luminescence. 96,000 tested, 20% active;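 active means blocking of liver enzyme CYP2C9 beyond about 50% at 5 µM, limit read from the data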; further: values of inactives mirror those of a sister screen read the other way
MT1-MMP txn act: activates MT1-MMP transcription. HT1080 MT1-MMP promoter luciferase reporter, luminescence, overnight; active compounds read high. activation factor at 10 µM. 86,000 tested, 0.16% active;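 active means activation factor of at least 2 for MT1-MMP transcription at 10 µM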
CYP2C19 act: cytochrome P450 2C19 (human) activation. P33261. recombinant CYP2C19, luciferin-H EGE luminescence; active compounds read high; 0 = fully inhibited enzyme, 1 = untreated enzyme. activation factor at 5 µM. 96,000 tested, under 10 active. AID 1025;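 active means activation factor of at least 2 at 5 µM in the primary screen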;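 further: 0 = wells with 2.5 mM tranylcypromine and 1 = vehicle-only wells; values of inactives mirror those of a sister screen read the other way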
PLAP act: activators of human placental alkaline phosphatase; activation fold at 20 µM; 96,000 tested, 1.2% active; P05187; purified PLAP enzyme, luminescent substrate read-out; active compounds read high; in the data active means activation fold above about 2
PTK2B oligo ant: Pyk2 (human) oligomerization antagonism; Q14289; Q293 cells, Pyk2 FERM NanoBiT luminescence; active compounds read low; z-score (the deposit names both 25 µM and 10 µM); 99,000 tested, 0.83% active;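 active means Z-score of -3 or lower, scaled per plate to the spread of control and sample wells; inactive means z-score above -3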;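 further: negative z-score means lost luminescence so less FERM oligomerization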
Mac1 fbg inh: blocks human CD11b/CD18 adhesion to fibrinogen | 93,000 tested, 0.54% active | AID 1497 | inhibition, % at 10 µM | K562 CD11b/CD18 adhesion to fibrinogen, ATPlite luminescence; Mn2+ added to activate the integrin;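 active means primary inhibition of 50% or more at 10 µM, then 40% or more on retest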; further: some results filed as inactive read as strong as hits
Target sequence (P05107 whole entry, looked up, other chains not shown): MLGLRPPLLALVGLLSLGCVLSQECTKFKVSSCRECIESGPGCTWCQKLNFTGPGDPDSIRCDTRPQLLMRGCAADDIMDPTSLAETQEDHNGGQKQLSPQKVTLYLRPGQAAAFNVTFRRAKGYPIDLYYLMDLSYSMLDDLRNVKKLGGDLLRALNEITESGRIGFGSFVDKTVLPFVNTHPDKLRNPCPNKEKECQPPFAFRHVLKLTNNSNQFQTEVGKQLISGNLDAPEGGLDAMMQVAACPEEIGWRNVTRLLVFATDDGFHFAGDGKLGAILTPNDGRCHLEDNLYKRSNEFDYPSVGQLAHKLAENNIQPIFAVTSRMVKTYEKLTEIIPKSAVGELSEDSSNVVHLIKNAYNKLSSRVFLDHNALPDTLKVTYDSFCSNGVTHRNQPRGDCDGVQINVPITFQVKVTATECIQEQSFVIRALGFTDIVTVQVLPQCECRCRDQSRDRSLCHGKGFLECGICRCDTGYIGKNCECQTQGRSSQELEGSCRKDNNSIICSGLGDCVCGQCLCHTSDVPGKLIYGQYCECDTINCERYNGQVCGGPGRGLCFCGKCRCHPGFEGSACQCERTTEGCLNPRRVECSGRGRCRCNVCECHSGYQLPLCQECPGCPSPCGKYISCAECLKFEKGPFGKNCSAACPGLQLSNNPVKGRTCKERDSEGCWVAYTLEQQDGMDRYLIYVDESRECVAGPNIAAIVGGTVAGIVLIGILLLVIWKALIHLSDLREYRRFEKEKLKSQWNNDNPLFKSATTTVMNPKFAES
CYP2C19 inh: human CYP2C19 inhibition. 96,000 tested, 21% active. P33261. inhibition, % at 5 µM. CYP2C19 Supersomes, luciferin-H EGE luminescence, 30 min;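 active means CYP2C19 inhibition above a set limit at 5 µM in the primary screen, cut at about 50% in these data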;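 further: plate controls were negative control wells for no effect and 2.5 mM tranylcypromine positive control for full effect; values of inactives mirror those of a sister screen read the other way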
Mac1 fbg enh: increases human CD11b/CD18 adhesion to fibrinogen | K562 CD11b/CD18 adhesion to fibrinogen, ATPlite luminescence | activation, % at 10 µM | 93,000 tested, 0.07% active;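 active means 10 µM primary screen giving 50% or more activity, confirmed by 40% or more on retest at that dose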; further: strong numbers were not always called active; reference of the scale not given here
Starred values were filed as active, the others as inactive; x = not tested or not shown.

SMILES	CYP2C9 act	CYP2C9 inh	MT1-MMP txn act	CYP2C19 act	PLAP act	PTK2B oligo ant	Mac1 fbg inh	CYP2C19 inh	Mac1 fbg enh
Cc1ccc2cc(CNC(C)(C)C)c(=O)[nH]c2c1	0.9	13	0.9	0.9	0.9	0.39	-10	8	10
Cc1nc2ccc(N=NC3=C(O)CCCC3=O)cc2s1	1	4	x	0.8	0.9	-1.3	x	25	x
CN(C)/C=C1/N=C(c2ccccc2)OC1=O	0.9	8	1.2	0.6	0.9	1.9	-8	37	-3
Cc1cc(C)nc(N2CCCC(C(=O)NCCc3ccccc3F)C2)n1 (centres undefined)	1.6	-61	1	0.8	0.9	0.02	-13	21	-3
CCn1c(CNc2ccc(C(=O)O)cc2)nc2ccccc21	1	0	1.1	0.9	1.1	0.52	31	5	-3
O=C(c1cnn2c(C(F)F)cc(-c3ccccc3)nc12)N1CCN2CCCC2C1 (centres undefined)	0.9	11	1.1	0.9	1.3	1.7	-31	13	1
Cc1cccc(NC(=O)Cn2c(=O)n(Cc3ccco3)c(=N)c3c4c(sc32)COC(C)(C)C4)c1	0.4	61*	1.1	0.4	1.5	-0.31	3	59*	3
Cc1ccc(NC(=O)CCSc2nnc3ccccn23)cc1	0.9	12	0.9	0.5	0.9	0.41	x	55*	x
CCC(=O)Nc1ccc(Cl)c(NC(=O)C(C)C)c1	1	4	1.1	1	0.9	0.39	-22	-1	0
CCOC(=O)C(C)n1ncn2cccc2c1=O (centres undefined)	1.1	-7	x	1.1	1	1	1	-9	-4
Cc1ccc(OCCOCCNC(C)C)c(Br)c1	1	3	x	0.7	1	1.9	-1	28	-2
COCCCNC(=O)c1cc2c(s1)CS(=O)(=O)C2	0.9	7	x	0.9	1	0.59	-7	13	1
COc1ccc(/C=C2\CCOC2=O)cc1	1	-2	1.1	1	1	0.47	x	5	x
COc1ccc(OC)c(C(C)NC(C)=O)c1 (centres undefined)	1.2	-15	1.1	1.1	1	1	-9	-10	-3
Cc1noc(NS(=O)(=O)c2ccc(NC(=O)c3ccoc3C)cc2)c1C	1	4	1.2	1	1.3	0.39	-2	0	-6

A section taken from the entries so far:
SMILES	CYP2C9 act	CYP2C9 inh	MT1-MMP txn act	CYP2C19 act	PLAP act	PTK2B oligo ant	Mac1 fbg inh	CYP2C19 inh	Mac1 fbg enh
Cc1ccc2cc(CNC(C)(C)C)c(=O)[nH]c2c1	0.9	13	0.9	0.9	0.9	0.39	-10	8	10
Cc1nc2ccc(N=NC3=C(O)CCCC3=O)cc2s1	1	4	x	0.8	0.9	-1.3	x	25	x

Next part
SMILES	CYP2C9 act	CYP2C9 inh	MT1-MMP txn act	CYP2C19 act	PLAP act	PTK2B oligo ant	Mac1 fbg inh	CYP2C19 inh	Mac1 fbg enh
COc1ccc(/C(O)=C2/C(=O)C(=O)N(c3ncccn3)C2c2ccc(OC)c(OC)c2)cc1 (centres undefined)	1.2	-25	1.1	1.2	1.3	-0.25	7	-17	0
Cc1cccc(-n2c(CNC(=O)COc3ccccc3)nnc2SCC(=O)Nc2nccs2)c1	0.7	33	1	0.9	1.4	0.34	x	6	x
Cn1ncc(Cl)c1C(=O)NC(=S)Nc1sc2c(c1C#N)CCCCC2	0.4	63*	x	0.8	1	0.09	10	17	-5
O=C(COc1ccc(F)cc1)OCCN1CCOCC1	1	4	1.2	0.8	0.9	0.45	6	21	-3
N/C(=N\OC(=O)c1ccco1)c1ccc(Br)cc1	0.8	18	1.7	0.9	0.8	0.3	11	6	0
Cc1oc(C(C)(C)C)cc1C(=O)Nc1ccc2c(c1)OCCO2	1.1	-14	1.8	1	1.2	-0.22	11	1	-3
COCCn1c(SCC(=O)NC(=O)NC(C)C)nc2ccccc21	0.7	30	1.2	0.5	1.1	-0.87	-7	46	-4
O=C(c1ccco1)N1CCN(C(c2cccs2)c2nnnn2C2CCCC2)CC1 (centres undefined)	0.3	68*	1.1	0.5	1.4	0.2	-14	55*	2
N#CCSc1nnc(Cc2cccs2)n1C1CCCCC1	0.8	20	1.1	0.9	0.9	0.49	5	6	-4
C=CC[n+]1c(-c2ccc(OCC)cc2)csc1NNC(=O)Nc1ccccc1	0.9	13	1.3	0.9	1.1	-0.46	86*	6	-8
CC(OC(=O)CN1C(=O)C2CCCCC2C1=O)C(=O)Nc1ncc(Cl)cc1Cl (centres undefined)	1	-2	1.2	0.9	0.9	1	x	7	x
COC(=O)CCCCCNc1ccc(C(=O)OC)cc1N	0.8	16	1	0.2	1.6	0.9	x	84*	x
Cn1c(SCC(=O)NC(c2ccccc2)c2ccccc2)nnc1-c1cccs1	0.5	46	x	0.6	1	-0.38	5	37	1
CCOC(=O)c1nnsc1NC(C)=O	1	-2	1.1	1.1	1.2	0.06	-27	-11	6
Cc1ccc(NC(=O)C(NS(=O)(=O)c2cccc3nsnc23)C(C)C)nc1 (centres undefined)	0.6	43	x	0.9	1	x	-3	8	-2
COc1ccc(N(CC(=O)N2CCCCC2)S(=O)(=O)c2ccccc2)c(OC)c1	0.5	49	0.9	0.5	1.4	-1.3	-12	53*	6
CCN(CC)CCNC(=O)c1ccc(NC(=O)c2ccc(Cl)c(S(=O)(=O)Nc3ccccc3OC)c2)cc1	0.8	24	x	0.8	1.3	x	x	19	x
c1ccc(-c2nc3ccccc3c3nncn23)cc1	0.9	6	1	0.8	0.7	-1.2	-16	21	-1
C/C(=C(\C#N)C(=O)NCCCN1CCOCC1)N(C)C	1.2	-16	1.1	1.1	1.2	0.53	-4	-11	1
CCc1c(C)nc2ncnn2c1N1CCC(C(=O)Nc2cccc(C(C)=O)c2)CC1	0.2	76*	1	0.5	1.5	0.02	3	54*	-1
N#C/C(=C/c1ccc(OCc2ccccc2)cc1)C(=O)NC1CCCCC1	0.9	13	x	0.9	0.9	0.96	-17	7	74
O=C(Nc1nnc(C2CC2)s1)c1cc2c(s1)CCCCCC2	0.9	8	x	0.9	1	x	0	7	3
COc1ccccc1NC(=O)C1=C(C)Nc2nnnn2C1c1cccc(C)c1 (centres undefined)	0.9	14	1.1	0.9	1.2	x	3	14	-3
CCOc1cccc(-c2nnc3sc(-c4cc(OC)c(OC)c(OC)c4)nn23)c1	0.4	63*	1.1	0.6	1.2	0.1	-10	36	13
COc1ccc(N2CCN(Cc3cc4c(cc3O)CCC4)CC2)cc1	0.1	92*	x	0.8	1.3	2.8	21	24	0
Cc1ccc(CSC2=Nc3ccccc3C3=NC(CCC(=O)NCc4ccco4)C(=O)N23)cc1 (centres undefined)	0.1	87*	1.3	0.8	1.4	-0.61	-6	21	23
CCC(=O)c1cn(CC(=O)OC)c2ccccc12	1	-1	x	0.9	0.8	0.3	1	11	-3
COc1ccc(S(=O)(=O)NCc2cccs2)cc1	1.2	-16	x	0.1	0.8	1.1	-25	95*	-1
Cc1ccc(C2=NNC(=O)C(c3ccc(Cl)cc3)C2)cc1 (centres undefined)	0.8	19	1.2	0.8	0.9	-1.1	-6	16	0
S=c1nc(-c2ccco2)[nH][nH]1	1	4	1.1	1	0.9	-0.48	-13	2	-2
O=C(O)C1CCCCC1C(=O)NCCCc1ccccc1 (centres undefined)	1	-1	1	1.1	0.9	0.3	-5	-10	1
COc1ccc(C(=O)NCc2ccccc2)cc1S(=O)(=O)N1CCCc2ccccc21	0.5	55*	x	0.7	1.2	-1.4	-1	26	-4
CNc1cccccc1=S	0.9	11	1	1	0.9	-0.02	-11	0	-3
Cc1ccc(-n2nnnc2C(Cl)(Cl)c2nnnn2-c2ccc(C)cc2)cc1	1.1	-6	x	1.2	0.9	-0.61	8	-17	0
CCC(Sc1nc(-c2ccccc2)c(C#N)c(=O)[nH]1)C(=O)Nc1nnc(C)s1 (centres undefined)	0.3	67*	x	0.9	1.1	0.26	-8	11	-5
O=C(Nc1ccc(O)c(C(=O)O)c1)c1ccc2c(c1)C(=O)N(CC1CCCO1)C2=O (centres undefined)	0.3	66*	1.2	1	1.1	1.5	-4	2	-8
COc1cc2[nH]c(=S)n(Cc3ccc(C)o3)c(=O)c2cc1OC	1	-1	1.1	1.1	1	0.35	-8	-8	1
O=c1c2ccccc2ncn1CCCSc1ccccc1	0.6	39	x	0.2	0.9	1.3	x	78*	x
CCCS(=O)(=O)N1CCCC(C(=O)NCCc2ccc(Cl)cc2)C1 (centres undefined)	0.4	56*	1.3	0.7	1	1.8	-1	28	0
CCOC(=O)c1sc(NC(=O)CSc2nnc(-c3ccco3)n2CC)c(C(=O)OCC)c1C	0	96*	1.2	0.9	1.4	-2.1	7	9	15
CCOC(=O)C1=C(C)OC(N)=C(C#N)C1c1cc(Cl)c(OCC(N)=O)c(OC)c1 (centres undefined)	0.1	89*	x	0.6	1	-0.96	1	41	-4
c1ccc(CCN2CCN(c3ncnc4c3cnn4-c3ccccc3)CC2)cc1	0.2	78*	1.2	0.2	1.4	-0.91	0	79*	8
CN(C)S(=O)(=O)c1ccc(NC(=O)N2CCN(c3ccccc3Cl)CC2)cc1	1	-5	x	1	1	0.06	-8	-1	-2
Cn1c(=O)c2c(SCC(=O)N3CCCc4ccccc43)nc(C3CC3)nc2n(C)c1=O	0.9	12	1.2	1.1	1.1	x	9	-6	-6
COC(=O)c1cc(OC)c(OC)cc1NC(=O)Nc1ccc(OC)cc1OC	0.2	84*	1.1	0.3	1.2	-0.03	1	68*	-2
O=C(OCc1ccco1)c1ccc(S(=O)(=O)N2CCCCC2)cc1	1.2	-24	1	1.2	0.8	0.41	-2	-19	9
Cc1c(NC(=S)N/N=C/c2cccc(O)c2)c(=O)n(-c2ccccc2)n1C	0.9	11	x	1	1.1	0.93	-7	-2	0
O=C1CCC(C(=O)Nc2cccc3ccccc23)N1 (centres undefined)	1.1	-11	1.1	1	1.1	0.52	-6	3	0
CN1CCN(C(=O)c2cn(-c3ccccc3)nc2-c2cccnc2)CC1	1.3	-30	1.1	1	1.2	0.37	5	-2	-3
CC(SC1CCCC1)C(=O)NC(C)(C#N)C(C)C (centres undefined)	0.9	6	1.1	0.8	1	1.2	-14	16	-1
CCn1c(=O)cc(NC2=NCC(C)CN2c2cccc(Cl)c2)n(C)c1=O (centres undefined)	0.7	34	1.1	0.9	1.1	0.05	-4	12	0
O=C(CSc1nnc(-c2ccco2)n1Cc1ccccc1)OC1CCCCC1	1.1	-6	1.7	0.8	1	-1.3	3	21	3
O=C(CCN1C(=O)c2ccccc2C1=O)Oc1ccc2ccccc2c1	1	4	1.1	0.9	1	2.6	x	10	x
O=C(CSc1nc2ccsc2c(=O)n1NC(=O)c1ccccc1)NCc1ccco1	0.4	64*	1.4	0.4	1	2.8	x	60*	x
COC(=O)c1ccc2nc(C(F)(F)F)[nH]c2c1	0.6	45	1	0.7	1	1.5	10	34	-4
CCOc1cc(C2CC(=O)NC(SCC)=C2C#N)ccc1O (centres undefined)	0.7	27	1	0.7	0.9	x	-11	33	-2
O=C1CCC([N+](=O)[O-])C(c2ccc(Cl)cc2)N1 (centres undefined)	1.1	-6	1.1	1	1.3	3.3	11	-5	3
CC(C)Cc1cc(C(=O)Nc2ccc3c(c2)OCO3)no1	0.9	11	1.9	1	1	x	4	2	0
CC(=O)NS(=O)(=O)c1ccc(NS(=O)(=O)c2ccc(F)cc2)cc1	0.4	59*	1.1	1	0.9	0.35	1	3	-3
CCOC(=O)c1cc(C(=O)OCC)c2ccccn2c1=O	0.9	14	x	1	1.3	-0.04	1	3	2

Among those listed so far, these contain a COOH group.
SMILES	CYP2C9 act	CYP2C9 inh	MT1-MMP txn act	CYP2C19 act	PLAP act	PTK2B oligo ant	Mac1 fbg inh	CYP2C19 inh	Mac1 fbg enh
CCn1c(CNc2ccc(C(=O)O)cc2)nc2ccccc21	1	0	1.1	0.9	1.1	0.52	31	5	-3
O=C(O)C1CCCCC1C(=O)NCCCc1ccccc1 (centres undefined)	1	-1	1	1.1	0.9	0.3	-5	-10	1
O=C(Nc1ccc(O)c(C(=O)O)c1)c1ccc2c(c1)C(=O)N(CC1CCCO1)C2=O (centres undefined)	0.3	66*	1.2	1	1.1	1.5	-4	2	-8
